# Bioassay records as filed in PubChem.
# Pol beta inh: blocks human DNA polymerase beta activity. P06746. Pol beta primer extension/strand displacement, fluorescence kinetic. Potency, µM (titrated, usually from 114 µM), inactives show top-dose activity change, negative = inhibition, hits mostly inhibitors. 1.3% of 340,000 active; note: potency is the fitted concentration of half-maximal effect; % is set by controls: 0 for no effect and ±100 for the full control effect
#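 Reaction started by 50 nM substrate onto compound-treated Pol beta (10 nM, 15 min preincubation, room temperature); plates read at 0 min and 10 min. Normalized concentration-effect data fitted by four-parameter Hill equation.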
# POLI inh: inhibitors of human DNA polymerase iota; Potency, µM (series often up to 115 µM), without a hit: top-dose activity, negative = inhibition, most hits filed as inhibitors; Pol iota fluorescent replication assay, 10 min; Q9UNA4; 1% of 390,000 active; note: potency is the fitted concentration of half-maximal effect
#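 Pol iota at 10 nM preincubated 15 min with compounds at room temperature; reaction started with fluorescent substrate, 50 nM final. Fluorescence read kinetically at 0 and 10 min; buffer-only wells as negative control.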
# ERG-DNA inh: inhibitors of human ERG Ets domain-DNA interaction; P11308; fluorescence polarization, His-ERG Ets domain / labelled DNA; Potency, µM (highest dose often 76.9 µM), without a hit: top-dose FP activity, negative = inhibition, most hits filed as inhibitors; 0.028% of 370,000 active; active = well fitted inhibition curve with a large enough effect in the polarisation, with a control signal flat; inconclusive = small, poorly fitted or top-dose-only effect, or effect the other way, or a change in a side signal; inactive = no such curve, though single readings can be large or run the other way; the % refers to the polarisation;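 note: polarization taken with two DNA probes labelled with fluorescein and Texas red; potency is the fitted concentration of half-maximal effect; % of control where 0% means no effect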
# Target sequence (P11308 whole entry, looked up, the tested form may be a part): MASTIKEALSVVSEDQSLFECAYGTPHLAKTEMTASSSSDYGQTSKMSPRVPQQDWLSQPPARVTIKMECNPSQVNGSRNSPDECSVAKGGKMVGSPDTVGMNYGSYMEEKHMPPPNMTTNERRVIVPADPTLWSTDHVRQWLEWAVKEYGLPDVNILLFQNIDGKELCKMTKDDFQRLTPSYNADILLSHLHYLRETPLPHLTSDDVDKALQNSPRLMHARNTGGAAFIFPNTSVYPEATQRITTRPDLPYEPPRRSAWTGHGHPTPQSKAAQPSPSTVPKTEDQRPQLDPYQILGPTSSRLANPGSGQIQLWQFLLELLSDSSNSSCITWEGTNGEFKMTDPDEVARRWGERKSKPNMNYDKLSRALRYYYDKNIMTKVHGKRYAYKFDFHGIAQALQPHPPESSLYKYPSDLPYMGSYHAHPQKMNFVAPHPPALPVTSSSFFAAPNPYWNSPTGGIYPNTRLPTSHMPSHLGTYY
#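 His-tagged ERG Ets domain (1 uM in the protein solution; 300mM KCl, 50mM Tris-HCl, 1mM EDTA, 1mM DTT, pH 7.5) received compound, then a probe mix of 5 nM fluorescein-DNA and 100nM Texas-615-DNA. Fluorescence polarization was read for both dyes.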
# ALOX12 inh: ALOX12 (human) lipoxygenase inhibition | purified 12hLO, xylenol orange hydroperoxide absorbance | P18054 | 1.1% of 580,000 active | Potency, µM (series often up to 108 µM), for inactives: top-dose activity change, negative = inhibition, hits mostly inhibitors; note: potency is the fitted concentration of half-maximal effect; % is set by controls: 0 for no effect and ±100 for the full control effect
#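 Purified human 12hLO (150 nM final) in 25 mM Hepes, 0.01% Triton X-100, pH 7.0 was preincubated 15 min at room temperature with compound. Then 40 uM arachidonic acid was added, 30 min. Hydroperoxide was read by Fe-XO absorbance ratio 573/405 nm.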
# BLM helicase inh: Bloom syndrome helicase (human) inhibition | P54132 | recombinant BLM DNA unwinding, fluorescence dequenching | Potency, µM (series often up to 56.1 µM), for the others: top-dose activity change, negative = inhibition, most hits filed as inhibitors | 0.2% of 350,000 active;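 note: potency is the fitted concentration of half-maximal effect; plate controls were vehicle for no effect and no enzyme for full effect; nearly all actives have a fitted effect of over 35% in size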
# Anesthetic bind: binds horse apoferritin like a general anesthetic. 0.074% of 350,000 active. apoferritin/1-aminoanthracene competitive binding, fluorescence. AID 485281. P02791. Potency, µM (doses to about 77.5 µM), inactives show at the top dose activity change, negative = displacement, hits mostly inhibitors; note: potency is the fitted concentration of half-maximal effect; % is set by controls: 0 for no effect and ±100 for the full control effect; nearly all actives have a fitted effect of over 20% in size
# Target sequence (P02791 2-175 limits assumed): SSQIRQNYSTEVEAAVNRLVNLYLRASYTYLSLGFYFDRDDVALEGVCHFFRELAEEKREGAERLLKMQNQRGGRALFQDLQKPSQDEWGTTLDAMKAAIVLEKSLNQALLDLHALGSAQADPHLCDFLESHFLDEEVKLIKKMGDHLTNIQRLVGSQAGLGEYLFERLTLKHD
#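 Probe: 1-aminoanthracene (50% saturated, PBS). Protein: horse-spleen apoferritin, 10 uM. Incubation: 10 min, room temperature. Detection: 380 nm excitation, 535 nm emission. Analysis: normalized response, four-parameter Hill.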
# POLK inh: inhibitors of human DNA polymerase kappa. Q9UBT6. purified Pol kappa, fluorescent DNA synthesis assay, 10 min. Potency, µM (highest dose often 107 µM), for inactives: top-dose activity, negative = inhibition, hits mostly inhibitors. 0.53% of 400,000 active. AID 588579; note: potency is the fitted concentration of half-maximal effect; % is set by controls: 0 for no effect and ±100 for the full control effect
#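 Activity was followed as the change in fluorescence between reads at 0 and 10 min after starting the reaction with 50 nM substrate. Beforehand, 10 nM polymerase had been preincubated with compound for 15 min at room temperature.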
# APEX1 inh: inhibitors of human APE1 endonuclease | P27695 | recombinant APE1, TAMRA/BHQ-2 abasic DNA cleavage fluorescence | Potency, µM (top dose mostly 65.8 µM), for the others: at the top dose activity change, negative = inhibition, hits mostly inhibitors | 0.35% of 350,000 active;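 note: potency is the fitted concentration of half-maximal effect; plate controls were vehicle for no effect and reference inhibitor for full effect; nearly all actives have a fitted effect of over 55% in size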
# Target sequence (P27695 whole entry, looked up): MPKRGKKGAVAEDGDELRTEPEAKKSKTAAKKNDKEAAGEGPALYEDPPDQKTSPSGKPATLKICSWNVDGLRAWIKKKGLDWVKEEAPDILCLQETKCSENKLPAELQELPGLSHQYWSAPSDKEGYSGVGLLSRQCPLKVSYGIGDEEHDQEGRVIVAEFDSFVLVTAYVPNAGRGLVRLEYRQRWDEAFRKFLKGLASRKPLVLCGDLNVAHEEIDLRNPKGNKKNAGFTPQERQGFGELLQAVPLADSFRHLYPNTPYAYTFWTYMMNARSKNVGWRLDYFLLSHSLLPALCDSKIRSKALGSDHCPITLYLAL
#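 Substrate: short duplex with […] THF abasic site, 5'-TAMRA and 3'-BHQ-2, 50 nM final. APE1 at 0.75 nM, preincubated 15 min RT with compound. Fluorescence increase from first to third read measured activity.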
# TRHR agonist: activates the human TRH receptor. TRHR cells, calcium flux fluo-8, FDSS agonist mode. activation, % at 2 µM. 0.18% of 360,000 active. AID 493084; in the data active = activation above about 30%; note: 0% is about no effect
#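 TRHR-expressing cells loaded with fluo-8 calcium dye; 23 nL library compound pin-transferred, kinetic FDSS fluorescence (Ex 480/Em 530) recorded about 180 s for agonist-induced calcium release, before a 10 nM TRH EC20 addition for potentiator mode.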
# * marks the source's active call; other numbers are inactive results; ? = inconclusive; / = no result given; [ ] = another dose, or the depositor's remark. Unless noted, calls come from the whole dose curve; as a rule, active = well fitted curve in the direction sought with a large enough effect; inconclusive = small, poorly fitted or top-dose-only effect, or another doubt; inactive = no such curve, though single readings can be large; an effect the other way counts as inactive or inconclusive.
[1] CC(C(=O)Nc1ccccc1-c1ccccc1)N1CCN(S(=O)(=O)c2ccccc2)CC1 (stereo not given)
[2] CCC(C)Nc1sc(S(=O)(=O)CC)nc1S(=O)(=O)c1ccc(C)cc1 (stereo not given)
[3] Cc1ccc([N+](=O)[O-])cc1NC(=O)c1c(-c2ccccc2)noc1C
[4] CCC(C)C(=O)Nc1cc(C(=O)OC)ccc1C(=O)OC (stereo not given)
[5] CCN(CC)CCCNC(=O)c1nn(-c2ccc(C)cc2)c(=O)c2c1c1ccccc1n2C
[6] CCc1nc2ccc(F)cc2c(C(=O)NC2CCCCC2C)c1C (stereo not given)
[7] Fc1ccc(C(Nc2ccccc2Cl)c2nnc(-c3ccccc3Cl)o2)cc1 (stereo not given)
[8] Cc1ccc(N2C(=O)CC(NNc3nc4ccccc4s3)C2=O)cc1 (stereo not given)
Assay by compound	1	2	3	4	5	6	7	8
Pol beta inh	-1.5%	40.9%	8.8%	-15.9%	-0.7%	13.5%	-0.6%	27.7%
POLI inh	10.2%	-21.1%	16.3%	1.5%	-2.8%	14.1%	23.6%	15.2%
ERG-DNA inh	2.0%	-7.5%	3.3%	9.2%	1.2%	-1.9%	-3.8%	-0.7%
ALOX12 inh	22.3%	-16.7%	-7.4%	17.5%	?	0.0%	2.9%	2.8%
BLM helicase inh	-3.0%	-3.7%	-0.7%	1.3%	35.3%[activator]	-1.0%	-9.7%	0.1%
Anesthetic bind	13.3%	-17.4%	-17.2%	-11.2%	-4.4%	-8.6%	-7.4%	-1.8%
POLK inh	-12.4%	0.1%	-13.0%	9.6%	-22.9%	-8.6%	12.3%	-10.6%
APEX1 inh	2.9%	/	12.1%	1.9%	/	-0.3%	/	-6.4%
TRHR agonist	0.2	-0.8	0.4	-0.3	1.1	0.5	1.5	-0.2

# Overlap with the part before: three entries, then new ones.
[6] CCc1nc2ccc(F)cc2c(C(=O)NC2CCCCC2C)c1C (stereo not given)
[7] Fc1ccc(C(Nc2ccccc2Cl)c2nnc(-c3ccccc3Cl)o2)cc1 (stereo not given)
[8] Cc1ccc(N2C(=O)CC(NNc3nc4ccccc4s3)C2=O)cc1 (stereo not given)
[9] COc1ccc(CNc2nccs2)cc1
[10] CN(C)/C=C/C(=O)c1ccc(N2CCN(c3ncc(C(F)(F)F)cc3Cl)CC2)cc1
[11] COC(=O)c1cccc(NS(=O)(=O)c2ccc(OC)c(C(=O)N3CCOCC3)c2)c1C
[12] CCC(C)NC(=O)c1ccccc1C(=O)NC(C)CC (stereo not given)
[13] COc1ccc(CCNC(=O)Cc2ccc(Cl)cc2)cc1OC
[14] CCC(C)NS(=O)(=O)c1ccc(NS(=O)(=O)c2ccccc2[N+](=O)[O-])cc1 (stereo not given)
[15] O=C1C2C3C=CC(C3=C3CCCCC3)C2C(=O)N1c1ccccc1 (stereo not given)
[16] NC(=O)CN1CCN(CCN2C(=O)c3cccc4cccc(c34)C2=O)CC1
Assay by compound	6	7	8	9	10	11	12	13	14	15	16
Pol beta inh	13.5%	-0.6%	27.7%	9.7%	-10.4%	4.6%	-26.9%	30.4%	0.5%	4.1%	17.1%
POLI inh	14.1%	23.6%	15.2%	-10.5%	-1.7%	119.3%[activator]	3.7%	22.4%	-17.9%	-8.0%	-28.1%
ERG-DNA inh	-1.9%	-3.8%	-0.7%	18.3%	2.0%	3.2%	8.4%	0.0%	1.6%	-3.0%	-3.5%
ALOX12 inh	0.0%	2.9%	2.8%	7.3%	409.7%[activator]	2.2%	-4.7%	2.1%	-5.7%	449.1%[activator]	-1.2%
BLM helicase inh	-1.0%	-9.7%	0.1%	-6.4%	-9.4%	1.1%	-2.1%	-4.1%	1.1%	0.6%	44.1%[activator]
Anesthetic bind	-8.6%	-7.4%	-1.8%	-17.7%	-14.7%	11.1%	1.2%	-6.3%	-3.0%	0.3%	-5.4%
POLK inh	-8.6%	12.3%	-10.6%	-8.1%	-0.7%	-9.5%	0.0%	-5.8%	0.6%	-10.0%	-9.4%
APEX1 inh	-0.3%	/	-6.4%	23.9%	-0.1%	-17.9%	2.0%	0.4%	1.1%	1.6%	8.4%
TRHR agonist	0.5	1.5	-0.2	0.6	0.1	0.7	-0.3	-0.2	-0.4	0.1	0.3

[17] CCn1cc(Cl)c(C(=O)N2N=C3/C(=C/c4cccs4)CCCC3C2c2cccs2)n1 (stereo not given)
[18] Cc1sc(NC(=O)c2ccco2)c(CN2CCN(c3ccccc3)CC2)c1C
[19] CCOc1ccc(NC(=O)c2cc(C)nc3ccccc23)cc1
[20] Cc1ccc(NC(=O)N2CCN3CCCCC3C2)cc1C (stereo not given)
[21] Nc1nc(CSc2nc3ccccc3[nH]2)cs1
[22] Cc1c(C(=O)N2CCN(C(=O)c3ccccc3)CC2)oc2ccc(F)cc12
[23] COc1ccc(S(=O)(=O)N2CCOCC2)cc1NC(=O)Cc1coc2cc(C)ccc12
[24] CN1C(=O)C(Cc2cnc[nH]2)NC1=S (stereo not given)
Assay by compound	17	18	19	20	21	22	23	24
Pol beta inh	4.3%	-0.1%	0.3%	24.9%	20.6%	/	/	20.6%
POLI inh	-2.5%	13.5%	43.9%[activator]	18.0%	10.0%	-4.2%	3.5%	11.7%
ERG-DNA inh	2.3%	1.8%	-0.7%	7.3%	-8.3%	9.7%	20.6%	9.9%
ALOX12 inh	-38.9%	0.0%	0.2%	-26.2%	-20.3%	-0.2%	-8.7%	?
BLM helicase inh	-7.4%	-3.3%	-6.2%	-0.2%	-1.9%	/	/	0.9%
Anesthetic bind	?	-9.8%	-10.1%	-8.7%	-12.2%	/	/	0.3%
POLK inh	-6.6%	-12.8%	-4.5%	-0.4%	-10.2%	-23.2%	-14.2%	-12.9%
APEX1 inh	-6.5%	2.5%	0.7%	/	12.2%	3.7%	5.1%	19.0%
TRHR agonist	0.4	1.6	-0.8	0.5	0.1	-0.3	0.3	-0.6

[25] CCOC(=O)c1c(C)nc2ncccn12
[26] Cc1ccc(NC(=O)c2nnn(CC(=O)Nc3ccccc3)c2N)cc1C
[27] CC(C)OCCCNC(=O)c1ccc(NC(=O)C2=CSCCO2)cc1
[28] O=C(c1ccccc1)c1nn(-c2ccccc2)c(=O)cc1C(F)(F)F
[29] COn1cnnc1-c1ccccc1
[30] COc1ccc(C(=O)NCc2nc(C)c(C)s2)cc1OC1CCN(C(C)C)CC1
[31] CCOc1ccc(NC(=S)NC(=O)c2cncc(Br)c2)cc1
[32] O=C(CSc1ncnc2sccc12)Nc1ccccc1F
Assay by compound	25	26	27	28	29	30	31	32
Pol beta inh	21.2%	?	4.8%	-19.6%	26.0%	25.3%	/	73.8%
POLI inh	3.5%	?	-6.3%	?	9.4%	34.4%[activator]	42.7%[activator]	148.1%[activator]
ERG-DNA inh	-0.2%	6.5%	-4.5%	0.4%	-3.3%	-6.3%	-16.5%	2.0%
ALOX12 inh	4.6%	0.0%	3.7%	1.6%	-2.0%	4.1%	?	14.2%
BLM helicase inh	-6.0%	-3.4%	1.7%	5.4%	0.0%	2.2%	/	-2.7%
Anesthetic bind	-10.2%	-8.6%	-5.5%	?	-2.1%	-6.7%	/	-18.7%
POLK inh	-7.5%	3.6%	-12.6%	-7.0%	-10.7%	-7.7%	-11.2%	-12.9%
APEX1 inh	0.1%	1.7%	52.7%[activator]	-3.2%	-6.7%	23.6%	/	-3.2%
TRHR agonist	0.0	-0.2	0.0	-0.1	1.8	-0.1	/	-0.7

[33] CSCC(=O)N1CCC(CCC(=O)NC2CC2)CC1
[34] CCN(CC)C(=O)c1sc(NC(=O)c2cccc([N+](=O)[O-])c2)c(C#N)c1C
[35] Cc1cccc(C(=O)Nc2nc3c(s2)CCCC3)c1
[36] O=C(NCCc1ccccn1)c1ccc(OC2CCN(CCc3ccccc3)CC2)cc1
[37] Cc1ccc(N(Cc2cc(=O)[nH]c3ccccc23)C(=O)c2ccco2)cc1
[38] CC(C)c1nnc(NC(=O)CSc2nc3ccccc3s2)s1
[39] O=C(NCc1cccs1)Nc1cc(Cl)ccc1Cl
[40] COc1ccc(-n2cnc3scc(-c4ccccc4)c3c2=O)cc1
[41] CCOc1ccc(N(CC(=O)Nc2cc(Cl)ccc2C)S(C)(=O)=O)cc1
[42] CCc1ccccc1N(c1nc(-c2ccc(OC)c(OC)c2)no1)c1nc(-c2ccc(OC)c(OC)c2)no1
[43] Cc1ccc(C(=O)N2CCCC2)cc1S(=O)(=O)Nc1ccccc1
Assay by compound	33	34	35	36	37	38	39	40	41	42	43
Pol beta inh	-16.3%	-21.6%	-21.2%	7.7%	1.0%	54.2%	19.8%	-7.2%	34.4%	36.1%[activator]	0.3%
POLI inh	-2.3%	4.6%	22.8%	15.3%	41.3%[activator]	58.3%[activator]	47.1%[activator]	27.8%	42.9%[activator]	7.6%	8.7%
ERG-DNA inh	-1.8%	-4.4%	0.0%	2.7%	0.3%	-2.4%	-1.1%	-13.9%	-1.7%	0.8%	6.0%
ALOX12 inh	-10.0%	-26.4%	-8.0%	0.7%	?	0.0%	-3.2%	-5.4%	-19.7%	-19.7%	-22.2%
BLM helicase inh	-1.8%	0.6%	-6.0%	0.7%	0.2%	-0.5%	3.8%	-0.4%	-3.6%	-7.8%	1.3%
Anesthetic bind	-4.0%	12.8%	1.2%	-6.8%	-12.0%	-21.0%	?	?	-1.7%	-1.8%	-2.3%
POLK inh	4.2%	-2.0%	-5.3%	-10.0%	-2.0%	-26.9%	-5.2%	-0.1%	5.0%	-4.6%	-3.1%
APEX1 inh	9.0%	0.1%	/	-9.6%	10.9%	-2.0%	8.3%	?	26.0%	/	1.8%
TRHR agonist	0.5	0.4	0.3	1.4	-1.6	-1.8	-4.4	-0.9	0.0	0.6	0.8

# The list is partial, so the mix of outcomes need not match the whole.
